Assay outcomes deposited in PubChem BioAssay by several laboratories.
GLD-1 TGE inh – GLD-1-TGE RNA interaction inhibition (C. elegans); Q17339; purified GLD-1 + fluorescein TGE RNA, fluorescence polarization; inhibition, % at 5.96 µM; 0.44% of 320,000 active; AID 2280;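 active means percent inhibition above a per-plate cutoff, the plate mean of test compounds plus 3 SD, cut at about 30% in these data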;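 further: 0% = DMSO wells with GLD-1 and probe and 100% = wells lacking GLD-1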
MEX-5 binding – C. elegans MEX-5 TCR-2 RNA binding activity. Q9XUB2. activity score (negative = inhibition of binding), % at 10 µM. 0.38% of 300,000 active. MEX-5/FITC-TCR2 RNA binding, fluorescence polarization; stronger effect = lower value;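 active means inhibition past about -25% in most replicates, and total fluorescence under double the plate's negative control median, limit read from the data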;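 further: 0% = DMSO and -100% = 5 µM competing unlabeled TCR2 RNA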
Efflux pump mplx – antifungal efflux pump inhibition, Nile Red retention; inhibition, % at 10 µM; S. cerevisiae Candida pump triplex; 0.44% of 330,000 active; AID 485275;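 active means plate passing quality check with inhibition over a set limit, or well fluorescence over plate mean plus 4 SD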;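 further: Nile Red retained in pooled yeast measured as flow cytometry median fluorescence; 0% = buffer negative control and 100% = Enniatin B positive control; higher means more Nile Red kept so more efflux inhibition; some compounds called inactive have numbers as strong as hits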
Fam108B inh – Fam108B inhibition, counter-screen for RBBP9 inhibitors; recombinant Fam108B, FP-Rh probe fluorescence polarization; inhibition, % at 9.51 µM; 0.33% of 300,000 active;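 active means inhibition above the screen mean inhibition plus 3 SD, computed separately per campaign, cut at about 18% in these data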;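 further: inhibitors lower polarization as less probe binds the enzyme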
CR mimetic SO – lowers age-related superoxide in aged yeast cells. S. cerevisiae aged cells, superoxide DHE fluorescence; stronger effect = lower value. superoxide response (% of plate mean), % at 10 µM. 0.18% of 330,000 active. AID 2690;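 active means superoxide response under a set limit, about three screen SD below normal, cut at about 65% in these data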;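 further: yeast aged for seven days with compound at 30 °C before DHE staining; 100% = average MFI of all compound-treated wells on the plate with controls excluded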
ZTA counter – counter-screen for EBNA-1 inhibitors: inhibitors of Epstein-Barr virus ZTA | P03206 | ZTA-DNA binding, fluorescence polarization | inhibition, % at 11 µM | 0.15% of 320,000 active | AID 2234; in the data active means inhibition above about 33%
Target sequence (P03206 whole entry, looked up): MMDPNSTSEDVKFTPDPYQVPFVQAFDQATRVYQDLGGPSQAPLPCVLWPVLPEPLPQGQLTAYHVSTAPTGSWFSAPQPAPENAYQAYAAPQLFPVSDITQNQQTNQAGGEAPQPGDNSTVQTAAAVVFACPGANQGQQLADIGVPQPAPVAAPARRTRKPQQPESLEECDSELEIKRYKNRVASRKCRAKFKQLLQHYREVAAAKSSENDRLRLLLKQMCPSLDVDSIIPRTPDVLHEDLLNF
MCL1 BIM primary – MCL1-BIM-BH3 interaction inhibition (human). Q07820. GST-MCL1 / FITC-Bim-BH3 fluorescence polarization. inhibition, % at 10.9 µM. 0.68% of 320,000 active;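 active means inhibition above the mean inhibition of all tested compounds plus 3 SD, set per campaign, cut at about 40% in these data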;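 further: 0% = DMSO wells and 100% = unlabeled Bim-BH3 peptide control; higher means more loss of mP so more displacement of Bim peptide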
Target sequence (Q07820 whole entry, looked up): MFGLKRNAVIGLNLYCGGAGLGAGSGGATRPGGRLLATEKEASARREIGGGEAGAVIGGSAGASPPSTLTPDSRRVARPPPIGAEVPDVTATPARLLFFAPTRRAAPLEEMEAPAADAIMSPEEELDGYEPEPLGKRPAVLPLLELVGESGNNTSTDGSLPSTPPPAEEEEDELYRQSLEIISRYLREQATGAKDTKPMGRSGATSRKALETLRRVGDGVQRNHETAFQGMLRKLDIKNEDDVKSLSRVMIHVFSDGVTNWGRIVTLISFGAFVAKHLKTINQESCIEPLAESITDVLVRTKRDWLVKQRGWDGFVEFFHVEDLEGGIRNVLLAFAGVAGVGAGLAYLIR
BCLXL inh – inhibitors of human Bcl-xL | 0.7% of 320,000 active | inhibition, % at 10.9 µM | Q07817 | GST-Bcl-xL / FITC-Bim BH3 peptide fluorescence polarization | AID 2129;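 active means inhibition above the mean of all tested compounds plus 3 SD, cutoff set per campaign, cut at about 30% in these data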;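 further: 0% = DMSO wells and 100% = unlabeled Bim-BH3 peptide competitor; inhibitors lower millipolarization by displacing the labeled peptide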
Target sequence (Q07817 whole entry, looked up): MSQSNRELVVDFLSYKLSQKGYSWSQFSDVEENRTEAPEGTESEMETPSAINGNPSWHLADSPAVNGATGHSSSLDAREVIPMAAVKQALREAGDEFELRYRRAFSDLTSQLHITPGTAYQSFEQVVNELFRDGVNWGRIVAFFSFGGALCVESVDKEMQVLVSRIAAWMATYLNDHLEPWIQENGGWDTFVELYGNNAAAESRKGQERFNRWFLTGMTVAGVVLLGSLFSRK
EBNA-1 inh – blocks EBNA-1 binding to DNA | AID 1950 | EBNA-1 DNA binding, fluorescence polarization | 0.34% of 300,000 active | inhibition, % at 14.8 µM; in the data active means inhibition above about 28%
Active calls of the source: *; · = no result given.

The line under a structure holds: GLD-1 TGE inh | MEX-5 binding | Efflux pump mplx | Fam108B inh | CR mimetic SO | ZTA counter | MCL1 BIM primary | BCLXL inh | EBNA-1 inh
1	CCCc1cc(=O)oc2cc(OC(C)C(=O)NC3CC(C)(C)NC(C)(C)C3)ccc12 (centres undefined)
→ -2 | -0.4 | 0.0 | -2 | 103 | 5 | -6 | -2 | 6
2	CCN(CC)CCNC(=O)c1cc2cc(Br)ccc2s1
→ -4 | -0.4 | -0.4 | -2 | 91 | -2 | 4 | 10 | 5
3	CCOC(=O)C1CCN(C(=O)CCCn2nc(C)c3c(C)n(-c4ccc(C)cc4)nc3c2=O)CC1
→ -4 | 0.7 | 0.1 | -1 | 111 | 5 | 0 | 3 | 8
4	CN(C)S(=O)(=O)c1cccc(C(=O)N(Cc2ccc(F)cc2)Cc2ccco2)c1
→ 4 | 3.2 | 0.1 | 2 | 105 | 3 | 2 | 4 | -7
5	CCOC(=O)C1CCN(c2cc(=O)n(-c3ccc(OC)cc3)c(=O)[nH]2)CC1
→ -3 | 2.1 | 0.1 | 3 | 107 | -3 | 1 | 4 | 3
6	COc1ccc(C(=O)NCc2nnc(SCC(=O)N3CCOCC3)o2)cc1OC
→ 1 | 2.2 | -0.1 | 4 | 81 | 7 | -1 | -2 | 12
7	CCOC(=O)CNC(=O)CCc1nnc2ccc(N3CCC(C)CC3)nn12
→ 1 | -2.0 | -0.1 | 2 | 121 | 5 | 6 | 4 | 9
8	CC1CC(C)(C)NCc2ccccc21 (centres undefined)
→ 5 | 2.7 | -0.2 | -5 | 81 | 2 | 5 | 6 | 6
9	O=C1CC(C(=O)N2CCN(Cc3ccccc3)CC2)CN1Cc1ccccc1 (centres undefined)
→ 6 | 0.2 | 0.1 | -2 | 121 | -1 | -8 | -1 | 6
10	COc1ccc(OCc2cc(C(=O)NCCN3CCCc4ccccc43)no2)c(Cl)c1
→ -2 | -1.4 | -0.2 | 5 | 111 | 12 | -10 | -1 | -3
11	Cc1cccc(N2C(=O)C3C4CC(C(Br)C4Br)C3C2=O)n1 (centres undefined)
→ 0 | 0.1 | -0.1 | 1 | 86 | -3 | -6 | -2 | -7
12	N/C(=N\OC(=O)/C=C/c1ccc(Br)cc1)c1ccccn1
→ 1 | 0.4 | 0.0 | 8 | 102 | 2 | 0 | 3 | -13
13	CN(C)/N=C/C=C1\CCC/C(=C/c2cccs2)C1=O
→ -36 | 0.7 | -0.1 | 0 | 105 | 0 | -21 | -12 | 5
14	CCOC(=O)c1cc(CC)sc1NC(=O)C(c1ccccc1)c1ccccc1
→ 8 | 2.2 | -0.1 | -1 | 102 | -25 | 6 | 5 | -21
15	NC(=O)COC(=O)c1ccc(Oc2ccccc2)cc1
→ -1 | 1.4 | 0.0 | 0 | 85 | -11 | -3 | 3 | 0
16	C[C@@H](NC(=O)c1[nH]cnc1C(=O)Nc1ccc(Cl)cc1)c1ccccc1
→ 7 | · | -0.1 | · | 115 | 7 | 11 | 4 | ·
17	COc1ccc(/C(N)=N/OC(=O)C2CCC(=O)N2S(=O)(=O)c2ccc(C)cc2)cc1 (centres undefined)
→ -5 | 0.9 | 0.2 | -3 | 119 | -7 | 3 | -1 | 1
18	CCN=C1S/C(=C\c2cc(OCC)c(O)cc2Br)C(=O)N1CC
→ -26 | -4.8 | -0.2 | 4 | 105 | 4 | -2 | 2 | 5
19	C=CCOc1ccc(S(C)(=O)=O)cc1
→ 1 | -3.7 | 0.2 | 4 | 97 | -9 | 7 | 3 | -16
20	COc1ccc(C2CC(c3ccc(Br)cc3)=NN2C(=O)c2cccnc2)cc1 (centres undefined)
→ 10 | -1.6 | -0.7 | -1 | 107 | -14 | 6 | 7 | 3
21	CCOC(=O)/C(N=Nc1ccc(F)cc1)=C(/O)c1ccc([N+](=O)[O-])cc1
→ 1 | 1.2 | -0.1 | -3 | 83 | -11 | 1 | 2 | 8
22	CCCOCC(O)CC(CC)C(=O)NNC(=S)Nc1ccccc1 (centres undefined)
→ 3 | 0.5 | 0.1 | 1 | 103 | 14 | 1 | 3 | -4
23	OCCc1ccc(O)cc1
→ 5 | · | 0.1 | -2 | 99 | -13 | 7 | 4 | -3
24	Cc1cc(C)c(S(=O)(=O)NCC(=O)NCc2cc(=O)n(C)c(=O)n2C)c(C)c1
→ 5 | 2.4 | -0.1 | 1 | 108 | 3 | 3 | 7 | 4
25	Cc1ccc(C)c(/C(O)=C2\C(=O)C(=O)N(Cc3cccnc3)C2c2cccnc2)c1 (centres undefined)
→ 0 | -0.5 | 0.1 | -2 | 105 | -8 | 4 | 1 | -11
26	COCCNC(=O)Cn1c(=O)n(Cc2ccc(C(=O)NCc3ccco3)cc2)c(=O)c2ccccc21
→ 4 | 0.3 | -0.7 | -2 | 103 | 0 | 0 | 1 | 11
27	CCN(CC)c1nc(OC)nc(-n2nnc(C(C)=O)c2C)n1
→ 3 | -0.1 | 0.0 | -2 | 103 | 15 | 8 | 8 | -3
28	O=C(Nc1cnn(Cc2ccccc2)c1)NC12CC3CC(CC(C3)C1)C2
→ 2 | 0.9 | 0.2 | 5 | 101 | 9 | 5 | -2 | -2
29	COc1ccc2c(c1OC)C(=O)OC2Nc1nc(-c2ccc([N+](=O)[O-])cc2)cs1 (centres undefined)
→ -6 | 1.0 | -0.1 | 0 | 126 | 6 | 6 | 6 | 5
30	CCOc1ccc(-n2nnnc2SCC(=O)Nc2cccc(O)c2)cc1
→ 4 | -0.2 | 0.0 | -2 | 96 | -6 | 5 | 5 | 7
31	NS(=O)(=O)c1ccc(CCNC(=O)CCCC2=NS(=O)(=O)c3ccccc3N2)cc1
→ -2 | -0.8 | -0.2 | -6 | 106 | 2 | 6 | -1 | 3
32	CC(=O)N(CC1CCCO1)c1nnc(-c2cnccn2)s1 (centres undefined)
→ 6 | 0.7 | 0.0 | -1 | 99 | 17 | -4 | 3 | -6
33	CCN(C(=O)COC(=O)c1cc(S(=O)(=O)Nc2c(C)n(C)n(-c3ccccc3)c2=O)ccc1Cl)C1CCCCC1
→ -5 | -0.2 | 0.2 | -2 | 107 | -3 | 4 | 4 | 1
34	O=C(c1ccccc1)N1CCN(C(=O)c2ccc(OC(F)(F)F)cc2)CC1
→ 0 | · | 0.1 | -3 | 98 | 0 | -1 | 0 | -11
35	CN(C)C(CNC(=O)CNC(=O)Cc1cccc2ccccc12)c1ccccc1 (centres undefined)
→ -6 | -0.1 | 0.2 | 2 | 101 | 4 | 0 | 0 | 2
36	O=C(CCNC(=O)Cn1ccc2ccccc2c1=O)NCCc1ccc(Cl)cc1
→ -1 | -0.3 | 0.1 | 1 | 109 | 10 | 4 | 7 | 10
37	COC(=O)c1cc(C(=O)OCC(=O)NC(=O)c2ccccc2)cc([N+](=O)[O-])c1
→ 13 | -1.0 | -0.1 | 3 | 110 | 3 | 6 | 4 | 4
38	CC(NCC(O)COCc1cccs1)C1CC2CCC1C2 (centres undefined)
→ -7 | -0.7 | -0.1 | -3 | 98 | -6 | 11 | 11 | 10
39	O=C(CSc1nc(-c2ccco2)cc(C(F)(F)F)n1)Nc1ccc(C(=O)N2CCCCC2)cc1
→ -2 | 0.3 | 1.1 | -3 | 103 | -7 | 0 | -3 | 3
40	CC(C)c1onc(C(=O)NC(C)c2ccccc2)c1[N+](=O)[O-] (centres undefined)
→ 3 | -6.6 | 0.1 | -6 | 101 | -5 | 13 | -5 | -5
41	O=C(Nc1ccc(Cl)cc1)C1C2C=CC3(O2)C1C(=O)N(CCN1CCCCC1)C3C(=O)NC1CCCCC1 (centres undefined)
→ -2 | 3.0 | 0.5 | 2 | 98 | -12 | -6 | 0 | 8
42	CS(=O)(=O)c1nc(-c2ccccc2)cc(-c2ccccc2)c1C#N
→ 6 | -0.6 | -0.1 | -30 | 89 | 16 | 2 | 0 | -4
43	O=C(NNC(=O)C1C2CCCCC21)c1coc(=O)c(Br)c1 (centres undefined)
→ 7 | -8.3 | 0.2 | 1 | 90 | -9 | 10 | 7 | -2
44	NCCCn1c(C(=O)c2ccc(Cl)cc2)c2ccc([N+](=O)[O-])cc2[n+]1[O-]
→ 6 | -1.2 | -0.1 | 1 | 94 | 1 | 5 | 11 | -3
45	Cc1cc(NC(=O)c2ccc3c(c2)C(=O)N(CCC(C)C)C3=O)no1
→ 7 | -2.7 | -0.1 | 2 | 103 | -23 | 2 | 5 | 6
46	Nc1ccc(C(=O)Nc2cccc3ncccc23)cc1
→ 3 | 0.3 | 0.1 | 3 | 95 | 7 | 3 | 4 | -6
47	CCn1ccc(C(=O)N2CCN(c3ncccn3)CC2)n1
→ -3 | 4.3 | 0.1 | 0 | 110 | 3 | -5 | -4 | -6
48	Cc1cccc(C(=O)NNC(=O)c2c(-c3ccccc3Cl)noc2C)c1O
→ 0 | 0.1 | -0.1 | 0 | 96 | -7 | -2 | 0 | -2
49	O=C(NCC(=O)N(Cc1ccco1)C(C(=O)NC1CCCCC1)c1cccnc1)c1cccs1 (centres undefined)
→ 2 | 4.0 | 0.2 | 2 | 114 | 4 | 0 | 4 | -1
50	ONC=Nc1cccc2nonc12
→ 5 | 2.3 | 0.0 | -4 | 91 | -11 | 2 | 0 | 5
51	O=C(N/C(=C/c1ccccc1F)C(=O)N1CCCCC1)c1ccccc1
→ 4 | -0.8 | 0.0 | -4 | 92 | 9 | -12 | 0 | -5
52	CCCN(N=Nc1cccc([N+](=O)[O-])c1)c1cccc([N+](=O)[O-])c1
→ 0 | 0.1 | 0.1 | -12 | 113 | 5 | -1 | 0 | -8
53	CCCOc1ccc(Cc2nc(N)nc(N)n2)cc1
→ -4 | 3.4 | 0.1 | 0 | 113 | 9 | 4 | 4 | 10
54	CCn1c(SCC(=O)Nc2ccc(OC)c(OC)c2)nnc1-c1c[nH]c2ccccc12
→ 13 | 0.7 | 0.2 | 3 | 114 | 19 | -6 | -2 | 0
55	O=S(=O)([N-]c1nc2ccccc2nc1-n1cc[n+](Cc2ccccc2)c1)c1ccccc1
→ 12 | -2.6 | 0.0 | -1 | 108 | 4 | 20 | 17 | 2
56	CCn1c(CNC(=O)c2ccc(OC)cc2)nnc1SC
→ -1 | 0.1 | 0.2 | -2 | 117 | -12 | -4 | -2 | -10
57	CSc1cccc(NC(=O)CCC(=O)O)c1
→ 5 | 1.4 | -0.2 | 4 | 87 | -1 | 2 | 3 | -8
58	COc1cc(/C=N/NC(=O)CN2CCCCC2)ccc1OCc1ccccc1
→ 0 | 0.6 | 0.2 | 1 | 109 | -5 | 9 | 2 | -9
59	COc1cc(CNc2ncc(-c3ccc(Cl)cc3)n2C)cc(OC)c1OC
→ 1 | -2.5 | -0.1 | 5 | 105 | 2 | 4 | 1 | -8
60	Cc1ccc2c(C)c(C(=O)Nc3ccc(S(N)(=O)=O)cc3)oc2c1C
→ 1 | 1.8 | 0.1 | -254 | 102 | 9 | 6 | 3 | 8
61	C#CCOCCOCCOCCNc1nc(N2CCN(C(=O)C(Cc3ccc(O)cc3)n3cc(C(N)CC(C)C)nn3)CC2)nc(N2CCN(C(=O)C(Cc3ccc(O)cc3)n3cc(C(N)C(C)CC)nn3)CC2)n1 (centres undefined)
→ -5 | 1.9 | 0.1 | -2 | 97 | 15 | 5 | 6 | 6
